Assay outcomes from PubChem.
B2AR arrestin: agonists driving beta-arrestin recruitment to human beta2-adrenergic receptor. P07550. AID 492947. Potency, µM (highest dose often 46.1 µM), without a hit: at the highest dose activation, usual class: activators. hit rate 0.02% among 330,000. beta-arrestin recruitment to beta2AR, cell-based reporter;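 also: potency is read from the fitted curve at half-maximal effect; 0% = DMSO controls and full agonism = EC100 isoproterenol or metaproterenol; nearly all actives have a fitted effect of over 65% in size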
GALK inhibitor: galactokinase (human) inhibition | Potency, µM (series often up to 57.5 µM), without a hit: top-dose activity change, negative = inhibition, hits mostly inhibitors | hit rate 0.007% among 270,000 | P51570 | Purified GALK, Kinase-Glo residual ATP luminescence | AID 1868; also: potency is read from the fitted curve at half-maximal effect; % is scaled to controls: 0 for no effect and ±100 for the full control effect
Target sequence (P51570 whole entry, looked up): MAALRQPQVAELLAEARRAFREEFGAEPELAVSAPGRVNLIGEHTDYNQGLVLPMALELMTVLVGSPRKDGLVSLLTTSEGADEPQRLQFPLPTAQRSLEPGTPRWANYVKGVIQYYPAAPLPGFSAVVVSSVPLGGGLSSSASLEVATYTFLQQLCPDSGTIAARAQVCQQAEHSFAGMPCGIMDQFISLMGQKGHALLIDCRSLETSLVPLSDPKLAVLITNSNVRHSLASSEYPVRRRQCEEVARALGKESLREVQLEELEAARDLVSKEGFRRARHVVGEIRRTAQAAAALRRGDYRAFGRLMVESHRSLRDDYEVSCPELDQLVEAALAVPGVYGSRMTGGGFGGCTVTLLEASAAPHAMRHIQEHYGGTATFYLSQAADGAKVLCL
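GALK at 5 nM final was combined with compound, 35 uM ATP and 100 uM galactose in HEPES pH8.0 with MgCl2 and DTT. The reaction ran one hour at room temperature before luminescent ATP detection.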
Coupling enz: coupling enzyme interference in Giardia aldolase counter-screen; coupling enzyme system counterscreen, AmpLite Red fluorescence; hit rate 0.67% among 290,000; activity change, negative = inhibition, % at 58.2 µM, hits read low; in the data active = activity change below about -30%; also: % is scaled to controls: 0 for no effect and ±100 for the full control effect
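Coupling enzymes only (glyceraldehyde-3-phosphate) + compound, at 57.5 uM final, 10 min RT; add substrate/coupling/AmpLite Red mix, 20 min RT; fluorescence ex 525/em 598 nm. Actives flag coupling-system interference.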
USP2a block: USP2a (human) protease inhibition | O75604 | USP2 core, Ub-CHOP2 coupled fluorogenic reporter, 485/531 | Potency, µM (highest dose often 38.3 µM), without a hit: at the highest dose activity change, negative = inhibition, usual class: inhibitors | hit rate 0.01% among 330,000;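 also: potency is read from the fitted curve at half-maximal effect; plate controls were DMSO wells for no effect and full inhibition by NEM control for full effect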
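Cell-free coupled assay: 10nM USP2 core preincubated 30min RT with compound in Tris-HCl pH 8.0/CaCl2/CHAPS buffer, then 25nM Ub-CHOP2 and 25nM reporter substrate; fluorescence (Ex 485/Em 531) read after 60min RT, normalized to NEM inhibition, concentration-response curves fitted.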
Giardia kill: kills Giardia lamblia. Giardia lamblia trophozoite viability. activity change, % at 7.66 µM, hits read low. hit rate 0.15% among 340,000; in the data active = activity change below about -80%; inconclusive = between about -30% and that limit;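 also: parasites exposed to compound for two days anaerobically before the ATP read; % is scaled to controls: 0 for no effect and ±100 for the full control effect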
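Luminescence from cellular ATP indicates surviving trophozoites (100 cells/well) following 48 hrs anaerobic compound treatment at 37 deg C; signal develops 15-30 min at room temperature.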
hERG WT inh: KCNH2 (human, wildtype) channel inhibition; hit rate 0.37% among 340,000; activity change, % at 1.84 µM; U2OS, BacMam KCNH2, thallium flux FluxOr; stronger effect = lower value; Q12809;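 active = maximum activity change below -70%; inconclusive = maximum activity change between -70% and -50%; inactive = maximum activity change above -50%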; also: % is scaled to controls: 0 for no effect and ±100 for the full control effect
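U2OS cells transduced with wild-type KCNH2 virus are loaded with FluxOr dye for 45 min, and thallium flux is measured in kinetic reads before and after stimulation buffer. Rate constants are normalized to DMSO controls.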
KCNH2 3.1 block: inhibitors of human KCNH2 3.1 potassium channel isoform; U2OS KCNH2 3.1, thallium flux FluxOr; stronger effect = lower value; activity change, % (tested at about 1.8 µM); hit rate 0.95% among 340,000; AID 720553;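 active = maximum activity change below -70%; inconclusive = maximum activity change from -70% to -50%; inactive = maximum activity change above -50%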;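 also: thallium influx rate constant from kinetic fluorescence after stimulation buffer; % is scaled to controls: 0 for no effect and ±100 for the full control effect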
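FluxOr-based Tl+ influx in U2OS cells transduced with KCNH2 3.1 virus; rate constants normalized to DMSO controls.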
TRPV1 agonist: agonists of human vanilloid receptor 1 (TRPV1). TRPV1-expressing cells, Fluo-8 calcium influx, agonist mode. hit rate 0.19% among 320,000. Q8NER1. activation, % at 8.33 µM; in the data active = activation above about 80%; inconclusive = between about 30% and that limit; also: 0% is about no effect
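Fluo-8 calcium influx in TRPV1-expressing cells, kinetic read (ex 480/em 520 nm). Compound added and read 3 min for agonist activity, followed by capsaicin at EC20 final and 2 min further read for enhancement.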
CXXC DNA block: MLL CXXC-DNA interaction inhibition | MLL-CXXC / FITC-HOXA9 DNA fluorescence polarization | Potency, µM (highest dose often 115 µM), inactives show at the highest dose activity change, negative = inhibition, usual class: inhibitors | Q03164 | hit rate 0.037% among 290,000; active = well fitted inhibition curve with a large enough effect in the polarisation, with a control signal flat, not every such curve was filed as active; inconclusive = small, poorly fitted or top-dose-only effect, or effect the other way, or a change in a side signal; inactive = no such curve, though single readings can be large or run the other way; the % refers to the polarisation; also: potency is read from the fitted curve at half-maximal effect
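Fluorescence polarization: 7 uM MLL-CXXC (stock) preincubated 5 min with compounds, then 50 nM fluorescein-HOX-A9 DNA (stock) added; 30 min ambient. Buffer 50 mM Tris-HCl pH 7.5, 50 mM NaCl, 1 mM DTT, 0.05% BSA.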
PKM2 activator: increases activity of human pyruvate kinase M2. hit rate 0.34% among 260,000. Potency, µM (series often up to 57.5 µM), for inactives: top-dose activation, usual class: activators. purified PKM2, Kinase-Glo ATP luminescence, activation; response scale: 0% is enzyme alone, no compound; also: potency is read from the fitted curve at half-maximal effect; % is scaled to controls: 0 for no effect and ±100 for the full control effect; nearly all actives have a fitted effect of over 55% in size
Target sequence (P14618 whole entry, looked up): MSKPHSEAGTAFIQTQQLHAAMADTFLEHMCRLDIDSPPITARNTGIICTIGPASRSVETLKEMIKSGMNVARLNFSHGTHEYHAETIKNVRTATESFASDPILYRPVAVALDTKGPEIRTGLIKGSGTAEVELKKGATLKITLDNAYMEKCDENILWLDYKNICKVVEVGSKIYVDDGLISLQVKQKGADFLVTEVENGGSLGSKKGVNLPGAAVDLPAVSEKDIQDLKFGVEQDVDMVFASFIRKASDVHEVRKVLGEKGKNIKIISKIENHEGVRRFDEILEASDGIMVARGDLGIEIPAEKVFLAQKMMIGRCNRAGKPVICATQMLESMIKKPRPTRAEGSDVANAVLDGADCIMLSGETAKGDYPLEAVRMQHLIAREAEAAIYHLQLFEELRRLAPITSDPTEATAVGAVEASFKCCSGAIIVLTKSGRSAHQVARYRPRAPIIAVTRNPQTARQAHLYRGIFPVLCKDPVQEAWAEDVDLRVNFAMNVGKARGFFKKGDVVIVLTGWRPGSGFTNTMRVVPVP
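hPK-M2, >95% pure; 0.1 mM ADP / 0.5 mM PEP final; imidazole pH7.2 buffer w/ 7 mM MgCl2, 50 mM KCl; 1 h RT; Kinase-Glo lum. Intermediate enzyme activity for dual inhibitor/activator qHTS.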
Menin MLL FP TR: menin-MLL binding inhibition, Texas Red mutant peptide; O00255; Menin + Texas Red MLL mutant peptide, fluorescence polarization; Potency, µM (series often up to 61.6 µM), for inactives: at the top dose FP activity change, negative = inhibition, actives largely listed as inhibitors; hit rate 0.23% among 270,000; AID 1768; active = well fitted inhibition curve with a large enough effect in the polarisation, with a control signal flat, not every such curve was filed as active; inconclusive = small, poorly fitted or top-dose-only effect, or effect the other way, or a change in a side signal; inactive = no such curve, though single readings can be large or run the other way; the % refers to the polarisation; also: potency is read from the fitted curve at half-maximal effect; % of control where 0% means no effect; many of its hits are not listed in these tables
Active calls of the source: *; ? = inconclusive; / = not tested or not shown; & = joins results of further samples; [ ] = dose if it differs, or a comment. Unless noted, calls follow the shape of the dose curve; as a rule, active = well fitted curve in the direction sought with a large enough effect; inconclusive = small, poorly fitted or top-dose-only effect, or another doubt; inactive = no such curve, though single readings can be large; an effect the other way counts as inactive or inconclusive. These rows are one share of the data. The share of hits here may be higher or lower than overall.

smiles,B2AR arrestin,GALK inhibitor,Coupling enz,USP2a block,Giardia kill,hERG WT inh,KCNH2 3.1 block,TRPV1 agonist,CXXC DNA block,PKM2 activator,Menin MLL FP TR
Cn1cc(C(=O)N/N=C/c2cccc(O)c2)ccc1=O,0.0%,1%,1,9%,-10,7,4,-3,-1%,-3%,-1%
COc1ccc(NC(=O)C/C(C)=N/NC(=O)C(=O)NC2CCCCC2)c(OC)c1,-0.2%,-2%,-1,-4%,-4,-8,8,1,-3%,-5%,-22%
CCn1nc(C(=O)NNC(=O)COc2ccc(OC)cc2)c2ccccc2c1=O,-1.2%,1%,1,1%,-13,0,1,1,-1%,2%,6%
O=C(CSc1nccc(=O)[nH]1)Nc1ccc(Oc2ccccc2)cc1,0.5%,0%,7,-1%,-4,-4,-5,2,-19%,1%,-17%
Cc1ccc(-c2nnc(NC(=O)Cc3ccc(F)cc3)o2)c(C)c1,0.0%,0%,3,-1%,12,-13,5,4,-1%,/,24%
CC(=O)c1cccc(N2Cc3ccccc3C2=NC(=O)CCl)c1,-0.2%,1%,-9,3%,-8,-3,21,2,?,0%,-2%
CCOC(=O)N1CCC(NC(=O)c2ccc(OC)c(CN3CC(=O)N4CCCC4C3=O)c2)CC1 (stereo not given),-0.1%,2%,6,?,5,-1,4,-1,1%,3%,0%
Cc1ccc2cc(CCNS(=O)(=O)c3ccc(F)cc3)c(=O)[nH]c2c1,-0.1%,1%,0,3%,-19,23,7,3,22%,?,-23%
CCCc1nnc(NC(=O)CCC(=O)NC2CCCCC2)s1,0.0%,2%,3,3%,47[activator],1,-14,0,7%,1%[0.46 µM],-10%
CC(C)(C)N1C(=O)[C@H]2[C@@H](c3ccc(Br)cc3)N3C(=O)N(c4cccc(Cl)c4)C(=O)[C@@]3(C)[C@H]2C1=O,0.2%,/,/,4%,-14,-12,4,1,/,/,/
CCn1cc(CCC(=O)NCCc2ccccc2)c2ccccc21,-0.6%,/,1,-1%,-14,-2,-3,0,10%,/,-19%
CCC(C)NC(=O)CN1C(=O)CSc2ccc(S(=O)(=O)N3CCCC3)cc21 (stereo not given),0.1%,10%,-2,-1%,-8,3,8,-1,-16%,/,-24%
Cc1ccc(S(=O)(=O)Nc2cccc(C(=O)NCC(c3ccco3)N3CCCC3)c2)cc1F (stereo not given),-1.0%,/,/,3%,1,12,-15,2,/,/,/
Cc1ccc2c(cnn2C(=O)CCC(=O)N2CCCCC2C)c1 (stereo not given),-0.8%,/,2,0%,-3,-6,-7,14,/,0%,-17%
CC(=O)Nc1ccc(C(=O)OCC(=O)c2cccc([N+](=O)[O-])c2)cc1,2.2%,/,0,3%,-28,-1,4,2,9%,-3%,4%

Overlap with the part before: two entries, followed by the next part.
smiles,B2AR arrestin,GALK inhibitor,Coupling enz,USP2a block,Giardia kill,hERG WT inh,KCNH2 3.1 block,TRPV1 agonist,CXXC DNA block,PKM2 activator,Menin MLL FP TR
Cc1ccc2c(cnn2C(=O)CCC(=O)N2CCCCC2C)c1 (stereo not given),-0.8%,/,2,0%,-3,-6,-7,14,/,0%,-17%
CC(=O)Nc1ccc(C(=O)OCC(=O)c2cccc([N+](=O)[O-])c2)cc1,2.2%,/,0,3%,-28,-1,4,2,9%,-3%,4%
Cn1c(SCC(=O)Nc2ccc(N3CCOCC3)cc2)nnc1-c1ccccc1,0.1%,0%,-4,2%,-2,-26,4,-2,-2%,7%,-1%
O=C(NC1CCN(C(=S)Nc2ccccc2Cl)CC1)C1CCCCC1,0.1%,1%,2,0%,-2,-19,11,-1,16%,/,/
CC(C)c1ccc2c(c1)CC[C@H]1[C@](C)(CN)CCC[C@]21C,/,/,3,/,?,-13&5,13&-1,/,/,2%,?
CCC1=C(OC(=O)N(CC)CC)N2C(=O)OC(=NCCc3c[nH]c4ccccc34)[C@]2(C)[C@H]2C1=CC[C@H]1C(=O)N(C)C(=O)[C@H]12,-0.3%,3%,-1&1,-8%,10,4,10,3,-8%,-10%&-3%,13%
Cc1nnnn1/C(=C\c1ccccc1)C(=O)OCC(=O)Nc1cccc(S(=O)(=O)N(C)C)c1,3.4%,/,/,1%,1,-14,28,13,/,/,/
C[C@@H]1O[C@@H](O[C@H]2[C@H](O[C@H]3C[C@]4(C)C(C[C@@H](O)C5C([C@]6(C)CC[C@@H](C(C)(C)O)O6)CC[C@]54C)[C@@]4(C)CC[C@H](O)C(C)(C)C34)O[C@H](CO)[C@@H](O)[C@@H]2O)[C@H](O)[C@H](O)[C@H]1O (stereo not given in full),-0.1%,/,/,2%,38[activator],6,7,/,/,/,/
COC(=O)CN1C(=S)N(c2ccccc2)C(=O)C1CC(=O)Nc1ccc(Cl)cc1 (stereo not given),-0.4%,1%,-1,2%,18,-1,14,4,-1%,-2%,?
CN(C)/C=C/C(=O)c1nnn(C2CCCCC2)c1NC1CCCCC1,-0.9%,3%,5,-15%,2,-1,1,0,5%,-20%,-1%
COc1ccc(CCNC(=O)C/C(C)=N/NC(=O)c2cnccn2)cc1,0.0%,2%,-1,2%,-1,20,-6,0,11%,/,22%
CC(=O)N1C(=O)N(C)C2C1N(C(C)=O)C(=O)N2C (stereo not given),0.2%,1%,1,3%,1,6,8,-3,17%,-1%,8%
O=C(COC(=O)c1ccccn1)Nc1cc(Cl)ccc1Cl,/,5%,1,/,-13,2,5,1,3%,5%,-15%
CC(NC(=O)c1cccc(S(=O)(=O)N2CCc3ccccc32)c1)c1ccco1 (stereo not given),0.3%,/,/,-1%,-1,1,-6,5,/,/,/
COc1cc2c(cc1OC)CN(CC(O)c1ccccc1)CC2 (stereo not given),-0.2%,1%,0,2%,-10,10,3,15,5%,/,-4%
O=C1c2ccccc2CN2C(=O)c3ccccc3CN12,-0.7%,-6%,/,1%,-2,-5,14,3,42%&7%[activator],-7%,1%
C=CCn1c(COc2ccc(Cl)cc2)nnc1SCC(=O)c1c(N)n(C)c(=O)n(C)c1=O,0.0%,-1%,1,2%,9,-8,-6,-1,-21%,-4%,0%
O=[N+]([O-])c1cc(CN2CCCCCC2)ccc1O,-0.1%,-1%,3,-1%,-4,6,-6,2,1%,-1%,0%
Cc1ccc(S(=O)(=O)N(C)C)cc1NC(=O)COc1ccc(-c2nnco2)cc1,0.7%,-2%,2,1%,9,-11,3,-5,-2%,0%,/
O=C(Cc1c[nH]c2ccccc12)N/N=C/c1cccc(F)c1,-0.4%,0%,-4,0%,-12,-19,5,4,-1%,8%,18%
CCOc1ccc(Oc2cc(N)cc([N+](=O)[O-])c2)cc1,-0.1%,0%,-6,1%,-1,-4,/,1,3%,0%,?
COc1ccccc1N1CCN(C(=O)CSc2ncnc3c2cnn3-c2ccc(C)c(C)c2)CC1,4.9%,4%,0,9%,5,21,-20,0,-14%,-3%,/
COc1ccccc1NC1=C(NC(C)=O)C(=O)c2ccccc2C1=O,-0.2%,8%,-56*,1%,4,1,-1,-3,4%,-25%,-1%
CCN(CC)S(=O)(=O)c1cccc(C(=O)Nc2nncs2)c1,0.1%,3%,13,5%,-4,-2,1,1,-2%,3%,-3%
C=CCc1c(C)nc2c(C)cccc2c1SC(=N)N,-0.3%,1%,-1,-9%,-22,-4,0,12,1%,-6%,/
N=c1n(CCN2CCCC2)c2ccccc2n1CC(O)c1ccc(Cl)c(Cl)c1 (stereo not given),0.1%,1%,2,1%,3,/,-84*,6,7%,1%,?
CCCCCCSC1=C(C#N)C(c2ccc(C)o2)CC(=O)N1 (stereo not given),-0.1%,0%,1,4%,3,-15,-6,1,5%,6%,16%
Cc1ccc(O)c(NC(=O)c2onc(C)c2Cl)c1,-0.3%,-3%,-1,4%,-16,6,19,4,5%,/,20%
CSc1ccccc1C(=O)NCC(c1ccco1)N(C)C (stereo not given),-0.7%,1%,2,1%,2,19,-4,3,8%,/,/
CC(C)CCNC(=O)c1c[nH]c2ccc(S(=O)(=O)N3CCOCC3)cc2c1=O,-0.2%,6%,-3,0%,8,-1,0,82*,41%[activator],/,6%
Brc1ccc(Nc2nc(-c3cccnc3)cs2)cc1,0.0%,1%,-2,-4%,-14,5,-9,0,6%,2%,?
O=C(COc1ccccc1Cl)Nc1ccc(CN2CCCCC2)cc1,0.0%,-1%,3,2%,9,-3,-27,0,-16%,0%,4%
O=C(NC1CC2CCC(C1)N2C(=O)NC1CCCCC1)NC12CC3CC(CC(C3)C1)C2 (stereo not given),-0.9%,-1%,-1,-12%,-1,1,4,-2,2%,0%,-3%
